Assay outcomes from PubChem.
Tau fibril FP = tau fibrillization inhibition (FP) | K18 P301L tau heparin fibrillization, Alexa594 FP, 6 h | Potency, µM (highest dose often 57.7 µM), for inactives: at the highest dose activity, negative = inhibition, most hits filed as inhibitors | AID 1468 | P10636 | hit rate 0.39% among 280,000; further: nearly all actives have a fitted effect of over 55% in size
Target sequence (P10636 561-689 P618L limits assumed): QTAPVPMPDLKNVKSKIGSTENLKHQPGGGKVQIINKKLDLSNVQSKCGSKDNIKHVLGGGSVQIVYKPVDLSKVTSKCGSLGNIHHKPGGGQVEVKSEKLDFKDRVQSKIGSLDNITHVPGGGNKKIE
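FP of Alexa 594-tau after heparin (20 uM) induction. Substrate: human K18 P301L, 15 uM unlabeled, 0.24 uM labeled. Buffer 100 mM sodium acetate pH 7. 6 hr, 37 C.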
ALDH1A1 block = ALDH1A1 (human) enzyme inhibition | P00352 | Purified ALDH1A1, NADH fluorescence, propionaldehyde substrate | Potency, µM (titrated, usually from 75.3 µM), for inactives: at the highest dose activity, negative = inhibition, hits mostly inhibitors | hit rate 7.3% among 220,000; active means well fitted inhibition curve with a large enough effect, not every such curve was filed as active; inconclusive means small, poorly fitted or top-dose-only effect, or another doubt; inactive means no such curve, though single readings can be large or run the other way;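 further: plate controls were no enzyme wells and a reference inhibitor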
Target sequence (P00352 whole entry, looked up): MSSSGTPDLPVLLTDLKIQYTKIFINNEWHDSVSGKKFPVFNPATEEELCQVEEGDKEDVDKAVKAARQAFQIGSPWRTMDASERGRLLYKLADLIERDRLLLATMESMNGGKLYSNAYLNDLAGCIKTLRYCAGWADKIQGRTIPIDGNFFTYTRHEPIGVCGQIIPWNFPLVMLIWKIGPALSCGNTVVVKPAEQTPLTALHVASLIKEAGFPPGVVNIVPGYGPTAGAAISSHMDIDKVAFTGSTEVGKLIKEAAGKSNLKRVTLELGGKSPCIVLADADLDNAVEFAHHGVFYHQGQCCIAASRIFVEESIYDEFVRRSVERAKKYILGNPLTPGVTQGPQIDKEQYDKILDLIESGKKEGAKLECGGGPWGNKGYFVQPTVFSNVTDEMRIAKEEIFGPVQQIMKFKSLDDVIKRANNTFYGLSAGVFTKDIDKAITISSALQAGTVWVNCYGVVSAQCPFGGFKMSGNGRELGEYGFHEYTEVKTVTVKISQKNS
TRb SRC2 PPI = inhibitors of human thyroid hormone receptor beta-SRC2 interaction | P10828 | TRbeta-SRC2 peptide binding, fluorescence polarization; receptor liganded with 1 µM T3 | Potency, µM (series often up to 106 µM), without a hit: at the top dose activity change, negative = inhibition, most hits filed as inhibitors | hit rate 0.065% among 280,000 | AID 1469;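 further: plate controls were bound peptide for no effect and peptide without receptor for full effect; nearly all actives have a fitted effect of over 50% in size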
Target sequence (P10828 whole entry, looked up): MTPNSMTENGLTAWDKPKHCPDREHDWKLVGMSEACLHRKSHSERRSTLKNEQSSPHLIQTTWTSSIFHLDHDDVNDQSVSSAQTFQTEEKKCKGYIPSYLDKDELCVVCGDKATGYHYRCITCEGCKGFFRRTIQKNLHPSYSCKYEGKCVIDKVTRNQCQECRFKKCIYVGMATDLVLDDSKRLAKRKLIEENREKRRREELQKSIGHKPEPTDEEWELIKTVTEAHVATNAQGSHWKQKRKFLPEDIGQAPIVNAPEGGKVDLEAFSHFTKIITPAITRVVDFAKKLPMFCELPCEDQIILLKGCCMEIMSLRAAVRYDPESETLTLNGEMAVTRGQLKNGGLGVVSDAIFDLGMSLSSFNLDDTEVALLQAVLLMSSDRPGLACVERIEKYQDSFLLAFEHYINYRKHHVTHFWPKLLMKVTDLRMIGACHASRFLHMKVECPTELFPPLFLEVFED
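A fluorescence polarization screen tested compounds at multiple concentrations against complex formation between 0.6 uM TRb ligand-binding domain and 20 nM Texas Red SRC2 peptide, with 1 uM T3 present; readout after 5 hr.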
L3MBTL1 inh = blocks human L3MBTL1. Potency, µM (highest dose often 57.1 µM), without a hit: at the top dose activity, negative = inhibition, hits mostly inhibitors. Q9Y468. hit rate 0.66% among 230,000. AID 485360. AlphaScreen L3MBTL1–H3K9me1 peptide binding; further: nearly all actives have a fitted effect of over 60% in size
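First, the protein-peptide complex forms for 30 min at room temperature (L3MBTL1 50 nM, biotinylated H3K9me1 peptide 75 nM). Next, compounds are pin-transferred and incubated 30 min. Finally, AlphaScreen beads are added and read after 30 min.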
Tau ThT inhib = tau fibrillization inhibition (ThT binding). P10636. recombinant tau K18 P301L, heparin-induced fibrillization, ThT fluorescence. Potency, µM (series often up to 57.4 µM), inactives show at the top dose activity, negative = inhibition, most hits filed as inhibitors. hit rate 2.1% among 270,000. AID 1460; further: nearly all actives have a fitted effect of over 55% in size
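Heparin-induced fibrillization of the P301L-mutant K18 repeat-domain fragment of human tau was followed by ThT binding in quantitative high-throughput format.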
Tau fluor counter = counter-screen for tau fibril formation inhibitors; tau K18 P301L Alexa594 fluorescence, heparin fibrillization; Potency, µM (titrated, usually from 57.7 µM), for the others: at the highest dose activity change, negative = decrease; hit rate 0.93% among 280,000; AID 1463; further: nearly all actives have a fitted effect of over 55% in size
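Human tau K18 P301L (15 uM unlabeled, 0.24 uM Alexa 594-labeled) in 100 mM sodium acetate pH 7 with 20 uM heparin, 6 hr at 37 C. ThT 30 uM added, 1 hr ambient; Alexa 594 FP and total fluorescence read at 555/632 nm.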
TexasRed fluor = counter-screen for TRb-SRC2 inhibitors: fluorescence interference. TRb/SRC2 Texas Red total fluorescence interference. Potency, µM (titrated, usually from 106 µM), for inactives: at the top dose fluorescence change, negative = quenching. hit rate 0.29% among 280,000; active means well fitted curve in either direction with a large enough effect; inconclusive means small, poorly fitted or top-dose-only effect
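Flags fluorescent or light-absorbing compounds by total fluorescence, S + 2P, at 555 nm excitation and 632 nm emission. Mixture: 20 nM Texas Red SRC2 peptide, 0.6 uM human TRb LBD, 1 uM T3, 5% DMSO; compound exposure 5 h at ambient temperature.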
aGal spleen mod = inhibitors or activators of human alpha-galactosidase in spleen homogenate; human spleen homogenate, 4MU-alpha-Gal fluorescence, 40 min; Potency, µM (highest dose often 80 µM), inactives show at the highest dose activity change, negative = inhibition, actives largely listed as inhibitors; P06280; AID 2107; hit rate 0.008% among 240,000;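 further: 0% = enzyme with vehicle and -100% = no enzyme basal signal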
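Human spleen homogenate (1 ug) as enzyme source, 4-methylumbelliferyl-alpha-D-galactopyranoside 1 mM final, citrate/phosphate pH 5.0 with 0.01% Tween-20. Compounds 40 min at 37C, NaOH/glycine stop; fluorescence Ex 365/Em 440, Hill-fit AC50.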
* = called active by the depositor; u = inconclusive; x = no result given; & = joins results of further samples; [ ] = another dose, or the depositor's remark. Unless noted, the call rests on the fitted dose curve; in most records, active means well fitted curve in the direction sought with a large enough effect; inconclusive means small, poorly fitted or top-dose-only effect, or another doubt; inactive means no such curve, though single readings can be large; an effect the other way counts as inactive or inconclusive. Unless noted, on the % scale 0 is the no-effect control and ±100 the full control effect; potency means the concentration at half of the fitted maximal effect. An unsorted share of the library. About 8.5% of those tested had a hit in this group.

SMILES	Tau fibril FP	ALDH1A1 block	TRb SRC2 PPI	L3MBTL1 inh	Tau ThT inhib	Tau fluor counter	TexasRed fluor	aGal spleen mod
Cc1ccc([C@@H]2C[C@H]3CN(Cc4cccc(Cl)c4)C(=O)[C@]34CCCN24)o1	5%	-3%	0%	-4%	u	-8%	0%	-9%
c1cncc(-c2nc(NCc3cccs3)c3ccccc3n2)c1	-11%	-9%&0%	-1%	4%	-6%	-16%	-4%	-2%&-4%
O=C(O)CSc1cccc2cccnc12	2%&-4%	u	4%&-4%	-4%	-6%&-10%	-5%&-7%	-5%&2%	10%&17%
COc1ccccc1OCC(=O)/C=C1/N(C)c2ccccc2C1(C)C	5%	u	6%	-29%	u	-13%	1%	-2%
CC(C)Oc1ccc(CNC(=O)Nc2ccc3c(c2)N(C)C(=O)c2ccccc2S3)cc1	-11%	x	11%	x	13%	-12%	1%	x
CCOC(=O)CCN1C(=O)[C@H]2[C@H]3[C@H](O)[C@H](O)C/C(=N/OCC(C)C)[C@@H]3CC[C@@H]2C1=O	-7%[11.6 µM]	12%[13.5 µM]	-3%[11.2 µM]	x	-14%[11.5 µM]	-17%[11.6 µM]	2%[11.2 µM]	-2%[17.5 µM]
COc1ccc(CC(=O)Nc2ccc3c(c2)CCC3)cc1OC	-3%	-7%	2%	x	-2%	-8%	-4%	-14%
O=C(CSc1nc2c(c(=O)[nH]1)CN(Cc1ccc3c(c1)OCO3)CC2)Nc1ccc(F)cc1	1%	x	1%	x	-15%	-13%	0%	x
Cc1nc2c(oc3ccccc32)c(=O)o1	-5%	u	3%	-13%	-14%	-19%	3%	-1%
COc1ccc(Cc2nnc(N/N=C/c3ccc(O)cc3O)[nH]c2=O)cc1OC	1%	-7%	9%	3.5µM*	8%	7%	-2%	2%
COc1ccc(N2CCN(C(=O)c3cccc(F)c3)CC2)c([N+](=O)[O-])c1	9%	u	3%	-18%	u	-20%	-3%	3%
COc1ccc(/C=C2\CCCC(C(=O)C(F)(F)F)=C2O)cc1	-10%	0.45µM*	-3%	x	u	-17%	-2%	3%
Cc1cc2c(c(=O)n1CC1CCCO1)C(c1ccco1)C(C#N)=C(N)O2 (centres undefined)	-8%	-8%	6%	3%	-13%	-5%	4%	11%
CC(=O)Nc1ccc(S(=O)(=O)N2CCC(NC(=O)C(Cc3cccn3C)NC(C)=O)CC2)cc1 (centres undefined)	-7%	u	-4%	-5%	-22%	-10%	1%	-14%
CCCn1c(SCC(=O)Nc2cccc(C(=O)OC)c2)nnc1-c1cccnc1	-6%	u	-3%	x	-9%	-9%	-1%	15%
Cc1cccc2sc(NC(=O)c3ccc(OCC4CCCO4)cc3)nc12 (centres undefined)	-4%	u	-8%	69%[activator]	12%	6%	-5%	-1%
COC(=O)c1ccc(Nc2nnc(-c3ccc(C)c(S(=O)(=O)N4CCN(C)CC4)c3)c3ccccc23)cc1	-14%	x	5%	x	10%	u	-4%	x
CC1CCCCN1C(=O)/C=C/c1ccccc1[N+](=O)[O-] (centres undefined)	-5%	-1%	-3%	u	1%	-1%	-1%	2%
C=CCNC(=O)COC(=O)/C=C/c1cccs1	-1%	9%	2%	4%	-1%	1%	0%	-8%
CCN(CC)N=Nc1cccc(NC(C)=O)c1	-4%[2.34 µM]	1%	-5%	8%	2%	10%[2.34 µM]	-3%	-1%
COc1ccc(C(=O)O/N=C/c2ccc(S(=O)c3ccc(Cl)cc3)nc2)cc1 (centres undefined)	1%	5%	-5%	5%	-4%	-2%	-4%	-5%
CCOC(=O)C1=C(CSc2nc(C)cc(C)c2C#N)OC(N)=C(C#N)C1c1ccccc1 (centres undefined)	-8%	10µM*	-15%	-2%	-13%	-19%	0%	-1%
CCN(Cc1cc2cc(OC)ccc2[nH]c1=O)C(=O)c1ccncc1	12%	-7%	-4%	-3%	-3%	10%	1%	2%
Cc1ccc(-c2cnc(C3CC3)o2)cc1S(=O)(=O)Nc1ccc(F)cc1Cl	-4%	x	-4%	x	1%	-12%	-1%	x
COc1cccc(-n2nnnc2SCC(=O)Nc2ccc(C(C)=O)cc2)c1	8%	-11%	-3%	7%[11.4 µM]	2%	-4%	-2%	-15%
COc1cccc(-c2nn(-c3ccccc3)cc2C(=O)NCC(=O)O)c1	1%	0%	-7%	9%	0%	7%	-1%	7%
Cc1nn2c(=O)cc(COC(=O)c3cccc(NC(=O)COc4ccccc4Cl)c3)nc2s1	13%	x	10%	x	u	0%	0%	x
CC(=O)NC(c1ccccc1)c1cccnc1 (centres undefined)	2%	-2%	0%	1%	-3%	2%	-4%	5%
Cc1ccc(/C=N/n2c(-c3ccco3)n[nH]c2=S)s1	5%	11µM*	11%	-1%	-12%	-4%	1%	-22%
CN(C)C(=O)N1CCN(C(=O)c2ccco2)CC1	-7%	-1%	0%	4%	-4%	-1%	-6%	1%

Pulled by compound from the entries so far, 4 records:
SMILES	Tau fibril FP	ALDH1A1 block	TRb SRC2 PPI	L3MBTL1 inh	Tau ThT inhib	Tau fluor counter	TexasRed fluor	aGal spleen mod
COc1ccc(C(=O)O/N=C/c2ccc(S(=O)c3ccc(Cl)cc3)nc2)cc1 (centres undefined)	1%	5%	-5%	5%	-4%	-2%	-4%	-5%
Cc1ccc(/C=N/n2c(-c3ccco3)n[nH]c2=S)s1	5%	11µM*	11%	-1%	-12%	-4%	1%	-22%
Cc1cccc2sc(NC(=O)c3ccc(OCC4CCCO4)cc3)nc12 (centres undefined)	-4%	u	-8%	69%[activator]	12%	6%	-5%	-1%
COc1cccc(-c2nn(-c3ccccc3)cc2C(=O)NCC(=O)O)c1	1%	0%	-7%	9%	0%	7%	-1%	7%

A stretch taken from the entries so far, as a working copy:
SMILES	Tau fibril FP	ALDH1A1 block	TRb SRC2 PPI	L3MBTL1 inh	Tau ThT inhib	Tau fluor counter	TexasRed fluor	aGal spleen mod
C=CCNC(=O)COC(=O)/C=C/c1cccs1	-1%	9%	2%	4%	-1%	1%	0%	-8%
CCN(CC)N=Nc1cccc(NC(C)=O)c1	-4%[2.34 µM]	1%	-5%	8%	2%	10%[2.34 µM]	-3%	-1%

More structures:
SMILES	Tau fibril FP	ALDH1A1 block	TRb SRC2 PPI	L3MBTL1 inh	Tau ThT inhib	Tau fluor counter	TexasRed fluor	aGal spleen mod
CCOc1ccc(NC(=O)c2ccco2)cc1	14%	3%	3%	6%	-9%	5%	-2%	2%
O=C(CSc1oc(-c2ccco2)nc1S(=O)(=O)c1ccc(F)cc1)NCC1CCCO1 (centres undefined)	-4%	3%	5%	-22%[11.4 µM]	8%	1%	1%	10%
COC(=O)c1ccccc1NC(=O)C(C)NS(=O)(=O)c1ccc(OC)cc1 (centres undefined)	-3%	u	3%	u	-7%	-4%	1%	-1%
COC(=O)c1cc(C(=O)c2ccc(Cl)cc2)n2c(=O)/c(=C\N(C)C)sc12	2%	0.25µM*	-6%	7%	u	-22%	-3%	0%
Cc1occc1-c1nnc(SCC(=O)Nc2ccccc2)n1C(C)c1ccccc1 (centres undefined)	-7%	-8%	-9%	-6%	-10%	-16%	-1%	0%
Cc1nnc(NC(=O)CSc2nc3c(c(=O)n2C)SC(C)C3)s1 (centres undefined)	3%	u	-2%	-14%	4%	-4%	-1%	-2%
COc1ccc(C2C(C(=O)Nc3ccc4c(c3)OCCO4)c3ccccc3C(=O)N2C)cc1 (centres undefined)	8%	u	-1%	x	-14%	-4%	-5%	-6%
CCN1CCN(c2nc(SC)nc3sc4c(c23)CC(C)(C)OC4)CC1	-1%	u	7%	-4%	-9%	-6%	2%	1%
O=C(Nc1cnn(C23CC4CC(CC(C4)C2)C3)c1)c1cnn2c(C(F)(F)F)cc(-c3ccco3)nc12	8%	-3%	-2%	x	-14%	-10%	0%	3%
CC(Oc1ccccc1)C(=O)Nc1nc2ccc(S(N)(=O)=O)cc2s1 (centres undefined)	0%	x	3%	x	-1%	-7%	2%	x
CS(=O)(=O)N(CC(=O)Nc1ccc(Br)cc1)c1ccccc1Br	-10%	x	4%	x	4%	-18%	-8%	x
Cc1cc(C)c2c(n1)sc1c(=O)n(-c3ccccc3)c(=O)[nH]c12	6%	u	3%	5%	-4%	5%	-5%	3%
O=C(c1cc(Sc2cccc(Cl)c2)nc2ccccc12)N1CCN(c2ccccn2)CC1	8%	u	0%	0%	11%	9%	-2%	10%
CCc1nnc(NS(=O)(=O)c2ccc(NC(=S)NC(=O)c3ccc(Br)cc3)cc2)s1	9%	-7%	-10%	-5%	7%	5%	0%	6%
CCOC(=O)c1c(C)[nH]c(C=Nc2ccccc2)c1O	-6%	u	-10%	-6%	u	-10%	3%	3%
CCn1c(=O)c([N+](=O)[O-])c(NCC2CCCO2)c2ccccc21 (centres undefined)	-8%	x	1%	0%	-13%	-13%	0%	-1%
Cc1cc(C(=O)Nc2c(C)nn(Cc3ccc(Cl)cc3)c2C)no1	2%	0%	-2%	x	-11%	-4%	0%	-4%
COc1ccc(NC(=O)c2oc3ccc(S(=O)(=O)N4CCCCC4)cc3c2C)cc1Cl	u	x	5%	x	14%	-20%	-3%	x
COC(=O)C1=C(N)OC2=C(C(=O)CC(C)(C)C2)C1c1ccccc1OC (centres undefined)	7%	-5%	0%	x	-20%	-7%	2%	5%
CCN1CCN(C(=O)c2ccc3c(c2)N(Cc2ccc(F)cc2)C(=O)c2ccccc2S3(=O)=O)CC1	-10%	x	-2%	x	-2%	-12%	-23%	x
O=C(CN1C(=O)/C(=C\c2cccc(Cl)c2)Oc2ccccc21)N1CCN(c2ccccn2)CC1	5%	u	9%	11%	-4%	-9%	-3%	5%
Cc1ccc(NC(=O)c2nc[nH]c2C(=O)N[C@@H](CCCCNC(=O)OC(C)(C)C)C(=O)OC(C)(C)C)cc1	u	x	-1%	x	3%	u	-3%	-18%
C#CCOCCOCCOCCNc1nc(N2CCN(C(=O)[C@H]([C@@H](C)CC)n3cc([C@@H](N)CC(C)C)nn3)CC2)nc(N2CCN(C(=O)[C@H](Cc3cc4ccccc4[nH]3)n3cc([C@@H](N)Cc4ccc(O)cc4)nn3)CC2)n1	5%	-2%	-10%	-18%	u	-10%	-1%	10%
CCOc1ccccc1CNC(=O)C1CCC(=O)N1C(C)C (centres undefined)	-4%	0%	4%	2%	-5%	-3%	2%	5%
COCCN(C(=S)Nc1cc(C)cc(C)c1)C(C)c1cccnc1 (centres undefined)	2%	-1%	-10%	-6%	5%	6%	-1%	0%
